# TR-FRET SRC-2 ct = flags TR-FRET format artefacts in PPARgamma SRC-2 recruitment agonist screen; TR-FRET artefact counter-screen; hits give high values; TR-FRET ratio at 8 µM; 0.4% of 200,000 active; AID 1049; in the data active = TR-FRET ratio above about 2000; also: inactives centre near 1500
# PPARg SRC-1 ag = promotes SRC-1 coactivator recruitment by human PPARgamma | P37231 | PPARgamma-SRC-1 coactivator recruitment biochemical assay | activation, % at 8 µM | 0.41% of 200,000 active | AID 631; in the data active = activation above about 19%;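 also: 0% = DMSO and 100% = reference agonist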
# STAT3 inh = STAT3 signaling inhibition. AID 862. inhibition, % at 5.5 µM. 0.89% of 190,000 active. U3A cells, IL-6 STAT3-luciferase reporter, luminescence; host cell line lacks STAT1;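 active = inhibition above the mean inhibition across all screened compounds plus 3 SD, cut at about 44% in these data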;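 also: 0% = DMSO only wells and 100% = 100 µM nifuroxazide control wells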
# STAT3 activator = STAT3 signaling activation; U3A cells, IL-6 STAT3-luciferase reporter, luminescence; 100% = signal with IL-6 EC80 alone; activation (% of control), % at 5.6 µM; 0.91% of 190,000 active; AID 871;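 active = activation above the screen-wide mean of compound activation plus 3 SD, cut at about 130% in these data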;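 also: 0% = background luminescence of wells with medium and substrate only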
#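 Test system: STAT3-luciferase reporter U3A cells; Detection: reporter luminescence signal; Times: 1 h compound pre-exposure, 6 h IL-6 stimulation, 37 °C; Benchmarks: IL-6-only high control; Also added: IL-6 stimulus at 33 ng/mL final.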
# TLR4-MyD88 BLA = TLR4-MyD88 interaction inhibition in cells | HeLa CL3-4 TLR4/MyD88 BLA complementation, FRET ratio | inhibition, % at 8.4 µM | 0.18% of 200,000 active | O00206+Q99836; in the data active = inhibition above about 25%;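 also: 0% = vehicle and 100% = reference inhibitor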
# Target sequence (O00206 whole entry, looked up): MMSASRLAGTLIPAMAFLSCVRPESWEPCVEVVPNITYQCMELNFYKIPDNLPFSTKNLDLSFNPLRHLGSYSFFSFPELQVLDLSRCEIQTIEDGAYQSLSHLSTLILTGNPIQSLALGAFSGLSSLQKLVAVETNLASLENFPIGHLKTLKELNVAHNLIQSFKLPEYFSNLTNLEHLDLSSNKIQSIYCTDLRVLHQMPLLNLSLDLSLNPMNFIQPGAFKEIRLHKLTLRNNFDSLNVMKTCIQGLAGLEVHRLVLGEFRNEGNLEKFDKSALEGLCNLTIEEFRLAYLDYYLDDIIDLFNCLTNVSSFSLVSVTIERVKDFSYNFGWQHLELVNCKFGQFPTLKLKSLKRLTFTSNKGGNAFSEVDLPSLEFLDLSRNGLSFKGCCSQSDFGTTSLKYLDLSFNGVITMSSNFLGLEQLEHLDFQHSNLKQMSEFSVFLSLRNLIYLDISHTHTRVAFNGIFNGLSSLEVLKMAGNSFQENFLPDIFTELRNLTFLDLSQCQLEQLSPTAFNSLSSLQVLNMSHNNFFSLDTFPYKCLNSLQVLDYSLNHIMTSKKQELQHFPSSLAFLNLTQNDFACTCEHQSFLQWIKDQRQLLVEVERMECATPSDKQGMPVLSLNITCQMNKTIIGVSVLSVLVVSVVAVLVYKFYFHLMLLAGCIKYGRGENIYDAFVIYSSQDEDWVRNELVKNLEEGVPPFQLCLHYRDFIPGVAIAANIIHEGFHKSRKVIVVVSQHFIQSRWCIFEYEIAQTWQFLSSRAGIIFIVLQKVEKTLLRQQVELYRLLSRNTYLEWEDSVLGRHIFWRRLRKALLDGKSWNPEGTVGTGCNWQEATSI
# Target sequence (Q99836 whole entry, looked up): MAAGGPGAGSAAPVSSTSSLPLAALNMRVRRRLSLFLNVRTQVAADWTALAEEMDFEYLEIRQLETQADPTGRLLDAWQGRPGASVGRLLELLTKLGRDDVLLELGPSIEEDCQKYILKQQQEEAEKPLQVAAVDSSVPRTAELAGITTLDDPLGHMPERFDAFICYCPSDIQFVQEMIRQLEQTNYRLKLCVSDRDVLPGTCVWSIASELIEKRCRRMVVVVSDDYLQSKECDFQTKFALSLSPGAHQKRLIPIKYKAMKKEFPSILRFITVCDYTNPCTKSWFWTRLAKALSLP
# PPARg SRC-3 ag = promotes SRC-3 coactivator recruitment by human PPARgamma; 0.26% of 200,000 active; activation, % at 8 µM; biochemical PPARgamma/SRC-3 coactivator recruitment assay; P37231; in the data active = activation above about 23%;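 also: 0% = DMSO and 100% = reference agonist; some compounds past the cut are filed as inactive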
# PPARg SRC2 recr = promotes SRC-2 coactivator recruitment by human PPARgamma. PPARgamma LBD-SRC-2 recruitment, biochemical. P37231. activation, % at 8 µM. 0.34% of 200,000 active; in the data active = activation above about 22%;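 also: 0% = vehicle and 100% = reference agonist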
# RAM network inh = inhibitors of the yeast RAM network. S. cerevisiae dse1pr::URA3 reporter, 5-FOA growth OD615, 2 d; analog-sensitive cbk1-as2 kinase mutant strain. inhibition, % at 50 µM. 1.8% of 190,000 active;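 active = inhibition above a set limit, 3 SD over mean compound inhibition, cut at about 8.4% in these data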;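 also: 0% = DMSO-only wells with no growth and 100% = 10 µM 1-NA-PP1 full growth; inhibition rescues growth on 5-FOA so higher OD means more RAM inhibition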
# ROMK mod = modulators of human ROMK potassium channel | P48048 | Tet-inducible ROMK, thallium flux fluorescence; actives lie on both sides | B-score at 10 µM | 2% of 130,000 active | AID 1918;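 active = signal ratio slope over the read window, or its plate-corrected B-score, at least 3 SD from the plate mean, either direction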;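 also: B-score of the F/F0 ratio slope over 7 to 12 s after thallium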
# STAT1 blocker = inhibitors of IFN-gamma induced STAT1 signaling. NIH 3T3 STAT1-luciferase reporter, luminescence. inhibition, % at 5.5 µM. 0.35% of 200,000 active;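 active = inhibition above a set limit, the mean inhibition across all tested compounds plus 3 SD, cut at about 34% in these data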;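 also: 0% = IFN-gamma with DMSO and 100% = IFN-gamma with 300 µM nifuroxazide; values of inactives mirror those of a sister screen read the other way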
# S1P3 antagonist = antagonists of human S1P3 receptor; Q99500; CHO S1P3 NFAT-BLA reporter, FRET fluorescence, antagonist mode; inhibition, % at 4.98 µM; 0.27% of 170,000 active; AID 485;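 active = inhibition above the plate cutoff, the mean inhibition of test wells on that plate plus 3 SD, cut at about 28% in these data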;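 also: cells challenged with S1P at its EC80 of 0.8 µM; blue over green emission ratio from cleaved BLA substrate after 4 h stimulation; 0% = S1P-stimulated wells and 100% = unstimulated DMSO-only wells; some compounds past the cut are filed as inactive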
# * = called active by the depositor; / = not tested or not shown.
# Below each compound: TR-FRET SRC-2 ct	PPARg SRC-1 ag	STAT3 inh	STAT3 activator	TLR4-MyD88 BLA	PPARg SRC-3 ag	PPARg SRC2 recr	RAM network inh	ROMK mod	STAT1 blocker	S1P3 antagonist
COc1cccc(NC(=O)CSc2nnc(-c3cccs3)n2C)c1
    1424	-6.7	16.5	88.6	-5.6	-4.9	-2.4	2.6	-0.538	-0.3	-16.6
COc1cc(NC(=O)C/C(C)=N/NC(=O)C(=O)NC2CCCCC2)c(OC)cc1Cl
    1468	-0.1	2.9	101.9	-16.6	-1.4	-7.4	-2.2	/	-2.0	-5.6
O=C(Cc1coc(-c2ccc(F)cc2)n1)NC1CCCCC1
    1547	-1.1	3.6	100.6	0.2	-1.2	-4.8	1.8	-1.41	-3.5	-12.1
CC(=O)NC/C(C)=N\Nc1ccc([N+](=O)[O-])cc1
    1603	12.1	21.5	83.8	5.4	4.8	-1.7	-0.5	-0.124	9.1	9.0
CCCN(CCC)CC(O)CN(c1cc([N+](=O)[O-])ccc1OC)S(=O)(=O)c1ccccc1 (stereo not drawn)
    1568	10.0	2.0	104.6	-9.5	10.1	4.7	1.4	-1.89	1.4	/
CCCc1cc(=O)oc2c(C)c(O)c(CN3CCCCC3)cc12
    1648	9.1	1.2	100.6	1.5	-4.3	-7.3	-0.1	0.00106	-3.2	/
COc1cc(CNCCCN2CCOCC2)ccc1OCC(=O)NC(C)(C)C
    1745	2.1	1.0	103.2	4.6	4.8	6.2	-0.2	-0.107	-11.2	-18.9
Cc1cc(NCCCn2ccnc2)n2nc(-c3ccc(Cl)cc3)cc2n1
    1537	1.2	7.8	95.3	-2.4	0.2	9.5	1.0	-2.39	-14.2	-1.6
O=C(Nc1ccc(N2CCCC2)cc1)c1cccc(-c2cc3ccccc3oc2=O)c1
    1756	-0.5	3.4	96.6	4.1	2.6	0.5	2.9	/	-4.4	-4.1
Cc1nc([N+](=O)[O-])c(SCC(O)CCl)n1Cc1ccc(Cl)cc1 (stereo not drawn)
    1733	-1.9	8.0	97.7	-9.6	1.4	1.1	2.1	-1.13	4.3	7.8
COc1ccccc1NC(=S)N(CCCN(C)C)Cc1cc2cc3c(cc2[nH]c1=O)OCO3
    1803	4.4	-5.6	109.5	-9.5	3.0	7.4	0.0	0.612	-0.8	-10.5
Cc1cc2ccccn2c1C(C[N+](=O)[O-])c1ccc(N(C)C)cc1 (stereo not drawn)
    1604	12.9	-3.9	104.4	-15.2	8.0	10.6	3.0	-0.0345	-1.0	0.7
Cc1cc(N)n(-c2ccc3ccccc3c2)n1
    1489	1.9	-19.5	118.2	-2.5	-0.3	1.1	-0.1	/	-31.0	/
CC(C)CCN1CCN(Cc2cccn2-c2ccccn2)CC1CCO (stereo not drawn)
    1675	18.2	10.4	95.3	-1.2	10.1	3.9	1.4	-0.414	0.0	9.4
COC(=O)c1cccc(Cn2c(Cl)c(/C=N/Nc3ccccc3C)sc2=O)c1
    1352	-1.0	-10.6	111.4	-2.5	0.5	-10.3	2.1	0.0518	5.0	-12.0
CCC(=O)Oc1ccc(C(CC)C(CC)c2ccc(OC(=O)CC)cc2)cc1 (stereo not drawn)
    1323	1.4	-4.2	105.8	2.2	-0.2	2.4	6.8	/	-7.1	-4.9
CCOC(=O)c1cccc(S(=O)(=O)N2CCCC2)c1
    1555	-0.9	1.5	102.1	-22.4	2.8	-1.7	0.9	-1.02	-5.5	-13.7
COc1ccc(-c2[nH]c(-c3cccc(OC)c3)nc2SCC(=O)NC2CCCC2)cc1
    1404	1.5	-8.6	107.3	-16.0	1.8	7.2	0.1	0.0366	-2.6	6.6
COC(=O)c1cc(NC(=O)C2COc3ccccc3O2)cc(C(=O)OC)c1 (stereo not drawn)
    1725	1.7	12.2	93.8	3.4	-2.6	5.2	2.7	/	-0.9	3.9
Cc1ccc(C(=O)Nc2cccc(-c3cn4ccccc4n3)c2)cc1
    1665	3.4	8.1	96.7	5.2	1.4	16.2	-0.2	0.392	-14.7	-3.6
Clc1ccc(-c2nc3cnccn3c2Nc2ccc3c(c2)OCO3)cc1
    1486	2.6	6.6	98.8	1.4	5.4	5.6	0.7	/	2.7	/
Cc1nc2cc3c(cc2c(C)c1C(=O)OC(C)C)OCO3
    1448	1.1	0.4	97.6	-8.0	-3.7	-1.0	0.3	-0.119	-11.8	5.3
C=CCNc1nc(-c2ccccc2)c(C(=O)OCC)cc1C#N
    1536	4.7	-2.1	110.7	-5.9	-0.7	-5.0	1.2	/	1.6	/
CC(=O)NC1C(Oc2ccccc2C)OC(CO)C(O)C1O (stereo not drawn)
    1412	4.2	-6.2	107.4	10.4	1.2	-1.4	1.5	0.164	-1.1	-11.2
CCCN(CCC)S(=O)(=O)c1ccc(C(=O)Nc2c(C)n(C)n(-c3ccccc3)c2=O)cc1
    1595	-1.8	-9.8	111.5	-5.3	0.0	4.4	0.2	-0.00506	6.3	-12.4
CC1CCc2c(sc3ncnc(SCC(=O)c4ccccc4)c23)C1 (stereo not drawn)
    1448	-4.9	-2.6	104.9	-1.1	-9.5	4.3	3.6	/	3.5	/
O=S1(=O)CC(NCc2ccccc2)C(Nc2ccccc2)C1 (stereo not drawn)
    1310	2.0	5.4	97.3	0.9	7.2	3.5	0.0	-0.884	-7.2	-16.4
CCN1C(=O)CSC1=NC1C2CC3CC(C2)CC1C3 (stereo not drawn)
    1481	-6.2	-7.4	109.1	-4.2	5.9	0.8	-0.4	1.09	-7.4	/
Fc1ccc(COc2ccc(Br)cc2CNCC2CCCO2)cc1 (stereo not drawn)
    1376	-4.4	-1.9	104.7	-0.2	-0.9	-0.8	-0.6	-1.78	7.4	7.1
CCOC(=O)c1ccc(NC(=S)N2CCN(CCN=CC3=C(O)CC(C)(C)CC3=O)CC2)cc1
    1503	-5.4	4.8	97.3	5.2	-4.4	-5.1	0.6	/	2.8	-11.1
CN(C)C1(CNC(=S)Nc2ccccc2C(F)(F)F)CCCCC1
    1459	3.4	5.4	100.2	-19.0	4.8	5.0	0.7	-1.22	-5.8	-2.6
N#Cc1c2c(c(-c3ccccc3Cl)[nH]c1=S)CCCC2
    2762*	40.4*	-5.9	109.3	8.5	21.3	43.7*	-0.4	0.363	3.6	1.7
Cc1ccc(NC(=O)c2ccc(Nc3c([N+](=O)[O-])cc([N+](=O)[O-])cc3[N+](=O)[O-])cc2)cc1
    1664	0.7	7.7	93.0	-2.1	0.4	-0.8	6.0	/	4.8	9.7
CN(C)c1ccc(/C=N/NC(=O)c2ccccc2)cc1
    1643	8.1	8.0	99.1	2.2	8.5	0.4	1.0	0.715	-45.7	-1.9
O=C(c1ccco1)N1CCN(c2ccc([N+](=O)[O-])c(N3CCOCC3)c2)CC1
    1660	8.0	-11.6	111.2	-11.6	1.1	0.6	1.0	-1.85	-1.0	5.1
CCC(Sc1nc(N)cc(=O)[nH]1)C(=O)Nc1cc(C)on1 (stereo not drawn)
    1721	3.4	-1.4	104.2	6.8	4.0	8.3	-0.1	0.232	3.5	-0.6
Cc1cccc(NC(=O)CSc2nnc(-c3ccccc3)n2N)c1
    1641	-0.9	5.5	101.8	-13.8	-0.6	0.3	1.5	-2.34	10.9	/
CO/N=C/C(=N\Nc1cc(OC)cc(OC)c1)C(=O)c1ccccc1
    1608	3.6	-0.8	102.5	-14.9	-7.2	-5.3	7.4	-0.0168	-5.3	-6.7
COCCOC(=O)C1=C(C)NC(=O)NC1c1ccc(-c2ccc(F)cc2)o1 (stereo not drawn)
    1728	1.3	13.4	93.2	-8.7	-2.2	3.2	0.9	0.0229	3.4	13.3
COC(=O)CCN(C(C)=O)c1ccc(N)cc1
    1628	-1.3	6.5	103.0	4.2	-2.0	14.7	1.2	/	-6.0	-30.4
COC(=O)c1nc2ccccn2c1F
    1535	3.5	-3.4	104.7	-4.5	-1.1	-2.2	0.0	1.04	-2.5	-17.7
Nn1c(Cc2ccccc2F)nnc1SCC(=O)Nc1cccc(S(=O)(=O)NC2=NCCCCC2)c1
    1437	2.2	1.3	100.0	2.2	-4.9	-3.7	1.8	0.354	4.2	-7.3
CC(C)(C)NC(=O)C(c1ccccn1)N(C(=O)C1CSC(=O)C1)c1ccc(F)cc1 (stereo not drawn)
    1437	-5.0	-4.6	108.2	-12.6	-7.6	-1.0	1.3	/	0.9	/
Cc1cc(-c2c(C)[nH]n(-c3ccccc3)c2=O)n[nH]1
    1677	9.3	-2.7	109.1	4.7	11.3	5.8	-0.2	-0.553	-5.3	-0.7
CSc1ncc(C(=O)O)n1-c1ccc(F)cc1
    1665	7.7	6.1	98.9	1.6	-0.7	6.5	1.6	/	-6.2	-2.0
Cc1cccc(N2C(=O)CC(N(O)c3ccccc3)C2=O)c1 (stereo not drawn)
    1592	10.4	-1.4	103.4	-5.0	9.9	0.7	1.9	-0.741	-7.0	-7.4
Cc1ccc(Nc2ncnc(N)n2)cc1C
    1596	-2.8	5.9	96.9	-8.1	6.3	1.5	1.8	-0.635	-9.3	11.1
CCOC(=O)C1CC=C(Cl)CC1C(=O)Nc1nccs1 (stereo not drawn)
    1306	-1.5	5.3	98.3	5.3	7.0	4.5	1.1	0.776	5.3	-34.5
Cc1ccc(S(=O)(=O)N2CCCCC2)c(C)c1NS(C)(=O)=O
    1514	4.9	13.0	93.8	20.5	5.3	5.7	1.9	-0.457	4.3	3.5
Cc1nc(CSc2nsc(C)c2C#N)cs1
    1427	3.8	15.3	90.1	7.4	4.7	-3.4	1.2	/	-10.1	1.0
COc1ccc(C2=NOC(C(=O)NC3CCCCC3)C2)cc1OC (stereo not drawn)
    1480	0.8	-5.4	107.8	-6.7	4.2	-0.3	3.6	0.309	-0.8	-19.9
Cc1ccc(CN2CCN(/N=C\C(Br)=C\c3ccccc3)CC2)cc1
    1502	3.8	-8.2	110.7	1.3	3.2	-3.9	-0.5	-0.645	3.5	-13.3

# Screening results: PubChem BioAssay, several laboratories
